GLS inh – inhibitors of human glutaminase (GLS); 410,000 tested, 0.21% active; Potency, µM (series often up to 45.5 µM), for inactives: at the highest dose activity change, negative = inhibition, hits mostly inhibitors; O94925; GLS enzymatic activity, qHTS titration; note: potency is the fitted concentration of half-maximal effect; % is set by controls: 0 for no effect and ±100 for the full control effect
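hKGA; 45 mM KH2PO4 pH 8.2 + 0.02% Tween-20; cpd via pin tool; 1 mM Gln soln; GluOx/HRP/Amplex Red; RT 30 min; fluor. t0 & final.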
Tb PGK inh – T. brucei PGK inhibition | P07378 | PGK/GAPDH coupled, Kinase-Glo luminescence, 60 min | Potency, µM (top dose mostly 57.5 µM), for inactives: top-dose activity change, negative = inhibition, actives largely listed as inhibitors | 380,000 tested, 0.043% active; note: potency is the fitted concentration of half-maximal effect; % is set by controls: 0 for no effect and ±100 for the full control effect; nearly all actives have a fitted effect of over 60% in size
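Recombinant glycosomal PGK reaction used 1,3-bisphosphoglycerate generated in-well by GAPDH (100nM final) in 100mM TEA pH 7.6, 5mM MgCl2, 0.01% Tween-20. After 60 minutes at room temperature, ATP was read by Kinase-Glo Plus luminescence end-point.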
USP1-UAF1 inh – blocks the human USP1/UAF1 deubiquitinase complex. O94782. recombinant USP1/UAF1, Ub-Rhodamine cleavage fluorescence. Potency, µM (titrated, usually from 57.1 µM), for the others: top-dose activity change, negative = inhibition, actives largely listed as inhibitors. 390,000 tested, 0.23% active. AID 743255; note: potency is the fitted concentration of half-maximal effect; % is set by controls: 0 for no effect and ±100 for the full control effect; nearly all actives have a fitted effect of over 60% in size; inactives centre near -12
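Step one: compound is pinned into 1nM USP1/UAF1 in HEPES pH 7.8 buffer with TCEP. Step two: 15 min room-temperature incubation. Step three: Ub-Rho (150nM final) starts cleavage, tracked by fluorescence over six one-minute reads.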
HP1b binding inh – inhibitors of HP1-beta chromodomain binding to methylated histone tails. P83916. AlphaScreen HP1-beta / biotin-H3K9me3 peptide binding. Potency, µM (doses to about 114 µM), inactives show at the highest dose activity change, negative = inhibition, hits mostly inhibitors. 390,000 tested, 0.56% active. AID 540317; note: potency is the fitted concentration of half-maximal effect; nearly all actives have a fitted effect of over 70% in size; inactives centre near 23
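Compound inhibition of the preformed complex between 50 nM HP1-beta and 50 nM biotinylated H3K9me3 peptide was read by AlphaScreen. Buffer was PBS pH 7.4 with 0.01% Tween-20. Incubations ran 30 min at room temperature, with 10 ug/mL donor/acceptor beads.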
rTrxR1 inhibitor – blocks rat thioredoxin reductase 1; Potency, µM (top dose mostly 114 µM), without a hit: at the highest dose activity change, negative = inhibition, most hits filed as inhibitors; recombinant rTrxR1, NADPH fluorescence consumption, selenite substrate; 390,000 tested, 1% active; O89049; AID 588453; note: potency is the fitted concentration of half-maximal effect; % is set by controls: 0 for no effect and ±100 for the full control effect; nearly all actives have a fitted effect of over 65% in size
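Rat TrxR1 (90 nM in the dispensed reagent) was pre-reduced with 400 uM NADPH for 5 min at room temperature, then incubated with compound for 15 min. After 400 uM selenite was added, NADPH fluorescence (Ex 340/Em 450 nm) was followed for 8 min.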
mIDH1 inhibitor – inhibitors of human mutant IDH1 R132H; O75874; IDH1-R132H enzyme, NADPH consumption, diaphorase/resazurin fluorescence; Potency, µM (highest dose often 76.6 µM), for the others: at the highest dose activity change, negative = inhibition, most hits filed as inhibitors; 390,000 tested, 0.093% active; AID 602179; note: potency is the fitted concentration of half-maximal effect; % is set by controls: 0 for no effect and ±100 for the full control effect; nearly all actives have a fitted effect of over 65% in size
Target sequence (O75874 whole entry R132H, stated change not applied): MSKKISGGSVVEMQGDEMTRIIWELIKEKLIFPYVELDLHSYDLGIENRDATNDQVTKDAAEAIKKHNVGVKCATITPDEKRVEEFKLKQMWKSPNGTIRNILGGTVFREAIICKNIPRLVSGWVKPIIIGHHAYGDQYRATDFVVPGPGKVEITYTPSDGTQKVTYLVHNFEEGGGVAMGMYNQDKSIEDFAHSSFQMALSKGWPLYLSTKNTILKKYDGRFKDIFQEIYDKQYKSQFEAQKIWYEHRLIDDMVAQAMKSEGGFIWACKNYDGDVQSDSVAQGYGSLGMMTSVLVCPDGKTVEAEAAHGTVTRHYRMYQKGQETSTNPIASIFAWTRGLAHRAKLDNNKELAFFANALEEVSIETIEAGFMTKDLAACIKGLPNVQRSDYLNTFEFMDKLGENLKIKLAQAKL
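IDH1-R132H (0.5 ug/mL) preincubated 30 min with compound, then NADPH (0.016 mM) and alpha-KG (2 mM) added; 80 min at RT, pH 7.5. Remaining NADPH coupled via diaphorase/resazurin to fluorescence (540/590 nm); concentration-response curves normalized to no-enzyme control.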
TrxR1 substrate – substrates of rat thioredoxin reductase 1; purified TrxR1 substrate turnover, NADPH consumption readout; Potency, µM (highest dose often 114 µM), for the others: top-dose activity change, negative = substrate turnover; 390,000 tested, 0.01% active; AID 588456; note: potency is the fitted concentration of half-maximal effect; % is set by controls: 0 for no effect and ±100 for the full control effect; nearly all actives have a fitted effect of over 50% in size
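Rat TrxR1, dispensed at 90 nM, was prereduced with 400 uM NADPH (final) for 5 min at ~22 deg C, then incubated with compound 15 min before 400 uM selenite. A first-read NADPH fluorescence drop versus no-compound background flagged substrates.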
PI4K2A block – PI4K2A (human) kinase inhibition; Q9BTU6; purified PI4K2A, ADP-Glo luminescence, 1 h; stronger effect = lower value; activity change, negative = inhibition, % at 76.9 µM; 420,000 tested, 0.13% active; in the data active = activity change below about -50%; inconclusive = mostly about -30% to -49%;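 note: -100% = wells without enzyme as full effect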
Target sequence (Q9BTU6 whole entry, looked up): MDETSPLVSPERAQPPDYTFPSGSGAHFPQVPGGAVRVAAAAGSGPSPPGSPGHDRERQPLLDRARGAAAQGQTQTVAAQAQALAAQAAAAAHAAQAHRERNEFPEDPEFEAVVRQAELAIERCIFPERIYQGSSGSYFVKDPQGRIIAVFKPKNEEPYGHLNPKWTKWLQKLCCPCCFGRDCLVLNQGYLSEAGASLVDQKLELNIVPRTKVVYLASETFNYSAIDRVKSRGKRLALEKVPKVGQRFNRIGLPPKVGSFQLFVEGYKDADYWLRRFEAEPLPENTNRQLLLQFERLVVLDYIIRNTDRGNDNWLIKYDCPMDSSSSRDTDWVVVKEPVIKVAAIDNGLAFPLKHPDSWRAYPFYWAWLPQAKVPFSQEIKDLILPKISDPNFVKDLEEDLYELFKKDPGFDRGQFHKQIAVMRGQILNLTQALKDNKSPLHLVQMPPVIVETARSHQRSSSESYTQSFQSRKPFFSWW
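In this quantitative HTS, ADP production by PI4K2A was quantified luminescently after 1 h at ambient temperature; 100 microM adenosine served as plate-quality control.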
Pin1 inh – inhibitors of human Pin1; Q13526; 390,000 tested, 0.009% active; Potency, µM (doses to about 115 µM), for the others: top-dose activity, negative = inhibition, hits mostly inhibitors; Pin1 FP peptide displacement, HiFluor488, 10 min; active = well fitted inhibition curve with a large enough effect in the polarisation, with a control signal flat, not every such curve was filed as active; inconclusive = small, poorly fitted or top-dose-only effect, or effect the other way, or a change in a side signal; inactive = no such curve, though single readings can be large or run the other way; the % refers to the polarisation; note: potency is the fitted concentration of half-maximal effect; % is set by controls: 0 for no effect and ±100 for the full control effect
Target sequence (Q13526 whole entry, looked up): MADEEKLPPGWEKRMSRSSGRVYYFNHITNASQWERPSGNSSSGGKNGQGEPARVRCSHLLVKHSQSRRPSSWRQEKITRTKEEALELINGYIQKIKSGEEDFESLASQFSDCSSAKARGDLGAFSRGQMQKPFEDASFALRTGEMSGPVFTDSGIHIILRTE
* = called active by the depositor; i = inactive; ? = inconclusive; / = no result given; [ ] = dose if it differs, or a comment. Unless noted, calls come from the whole dose curve; as a rule, active = well fitted curve in the direction sought with a large enough effect; inconclusive = small, poorly fitted or top-dose-only effect, or another doubt; inactive = no such curve, though single readings can be large; an effect the other way counts as inactive or inconclusive. This is a subset; rates above refer to the full screens.

SMILES | GLS inh | Tb PGK inh | USP1-UAF1 inh | HP1b binding inh | rTrxR1 inhibitor | mIDH1 inhibitor | TrxR1 substrate | PI4K2A block | Pin1 inh
CSc1cccc(NC(=O)c2cnn(-c3ccc(F)cc3)c2-n2cccc2)c1 | 7% | -1% | -31% | 21% | 7% | 0% | -2% | -1 | -1%
CCCOc1ccc(-c2c(C(=O)N/N=C(\C)c3cccnc3)nnn2-c2nonc2N)cc1 | 12% | -4% | -12% | 26% | 24% | 2% | -2% | 4 | -5%
O=[N+]([O-])c1ccccc1CNC1CCCCCC1 | 3% | 4% | -3% | ? | 13% | -8% | -1% | 3 | -1%
COc1ccc(Cl)cc1N1C(=O)[C@@H]2C(c3cccc(OC)c3OC)=NO[C@@H]2C1=O | 13% | i | -6% | 27% | 3%[57.1 µM] | 3% | 14%[57.1 µM] | 5 | 16%
O=C(Nc1nc(-c2ccncc2)cs1)c1ccc(S(=O)(=O)N2CCOCC2)cc1 | -1% | 1% | -18% | 20% | -9%[57.1 µM] | -4% | 0%[57.1 µM] | 6 | 17%
COc1ccc2nc(N3C(=O)C(O)=C(C(=O)c4ccco4)C3c3ccc(OC)c(OC)c3)sc2c1 (centres undefined) | 0% | 2% | ? | / | / | 10% | / | -4 | /
COc1ccccc1N(C)S(=O)(=O)c1ccc(C(=O)N2CCC(C(N)=O)CC2)cc1 | -7% | -5% | -22% | 16% | 39%[activator] | 8% | 15% | -2 | -5%
COc1ccccc1CNC(=O)CC1N=C2c3ccccc3N=C(SCC(=O)Nc3ccc(F)cc3)N2C1=O (centres undefined) | -27% | 0% | -22% | 22% | 3%[57.1 µM] | -11% | -2%[57.1 µM] | 4 | 1%
COC(=O)c1c(C)oc(C)c1S(=O)(=O)NCc1ccc(Cl)cc1Cl | 4% | -1% | 4% | 15% | 0%[57.1 µM] | 4% | 5%[57.1 µM] | 0 | 3%
CCOC(=O)c1sc(NC(=O)CN2C(=O)C3CC=CCC3C2=O)nc1C (centres undefined) | 7% | -1% | -16% | 11% | 8% | -1% | -4% | 3 | -3%
COc1cc2c(cc1OC)C(Cc1ccccc1[N+](=O)[O-])=NCC2 | -20% | i | ? | 7% | -1%[11.4 µM] | 4% | -5%[11.4 µM] | -3 | 1%
CSCC[C@H](NC(=O)NC1CCCC1)C(=O)O | -3% | 9% | -9% | 36% | 6% | -7% | 2% | 1 | 0%
O=C(Nc1ccon1)c1ccc2c(c1)OCO2 | -3% | 3% | 2% | 18% | 11% | -3% | 1% | -5 | 5%
C=C(C(=O)c1ccccc1)C(C(=C)C(=O)c1ccccc1)c1ccc(OC)cc1 | 1% | i | -18% | 68%[activator] | 23% | -1% | -1% | 3 | -1%
O=C(Nc1ccnn1C1CCN(C2CCCCC2)CC1)c1ccccc1 | -5% | -10% | -12% | 2% | 26% | -7% | 13% | 0 | -19%
COc1ccccc1-n1cnnc1SCC(=O)N1CCOCC1 | 0% | i | -10% | -2% | 38%[activator] | 8% | 12% | 1 | -3%
O=C1CCC(C(=O)OCc2nnc(-c3ccc(Br)cc3)o2)=NN1 | 3% | -8% | -11% | 36% | 2% | 2% | 4% | -3 | -3%
O=C(CC1S/C(=N\S(=O)(=O)c2ccccc2)N(c2ccccc2)C1=O)Nc1ccc(F)cc1 (centres undefined) | 21% | 3% | -8% | 25% | -12% | 6% | -17% | 0 | 25%
COc1ccc(C(=O)NCC2OCCc3ccccc32)c(O)c1 (centres undefined) | 9% | -7% | -8% | 29% | 7% | 9% | 15% | 8 | 29%
COc1ncnc2c1ncn2CC1COC(C)(C)O1 (centres undefined) | 1% | 4% | 1% | 17% | -2%[57.1 µM] | 6% | -4%[57.1 µM] | 5 | -2%
CC(CC(=O)Nc1nccs1)c1ccccc1 (centres undefined) | 5% | i | 3% | 6% | 36% | -4% | 11% | -5 | 0%
COc1ccc(C2NC(=S)NC(C)=C2C(=O)N2CCOCC2)cc1 (centres undefined) | -9% | i | -17% | 41%[activator] | -28% | 0% | 4% | -10 | 1%
COc1ccc(NC(=O)c2oc3ccc(S(=O)(=O)N4CCC5(CC4)OCCO5)cc3c2C)cc1Cl | 4% | i | -23% | 24% | 6%[57.1 µM] | -7% | 1%[57.1 µM] | 0 | 25%
ClCc1csc(-c2ccc(Cl)cc2)n1 | -3% | i | -19% | 140%[activator] | ? | 9% | 2% | -1 | -5%
O=C1CCCc2c1nc(-c1ccccc1F)n2O | 4% | -3% | 1% | 64%[activator] | 19%[11.4 µM] | 12% | -20%[11.4 µM] | 4 | -8%
COc1ccc(CCNC(=O)CCn2cccc2)cc1OC | 6% | -1% | -5% | 0% | -18% | 0% | -3% | 3 | -10%
CCCOc1ccc(Oc2nc(NCC(C)C)nc(N3CCOCC3)n2)nn1 | 4% | 7% | 16% | 33% | -3% | 1% | -1% | 1 | -2%
COc1ccc(C2C(C(=O)Nc3ccccc3)=C(C)Nc3c(C(=O)Nc4ccccc4)cnn32)cc1 (centres undefined) | 6% | -5% | -21% | 17% | 6% | 0% | -3% | -6 | 9%
COc1cc(C(=O)NCCc2ccc(S(N)(=O)=O)cc2)cc(OC)c1OC | 4% | 2% | -14% | 19% | 15% | 4% | -4% | 3 | 4%
CC1(C)CC(=O)C=C(c2ccc(COC(=O)c3cc(F)cc(F)c3)cc2)C1=O | -3% | -11% | -18% | / | / | 13% | / | 5 | /

Taken from above for reference:
SMILES | GLS inh | Tb PGK inh | USP1-UAF1 inh | HP1b binding inh | rTrxR1 inhibitor | mIDH1 inhibitor | TrxR1 substrate | PI4K2A block | Pin1 inh
COc1ccc(CCNC(=O)CCn2cccc2)cc1OC | 6% | -1% | -5% | 0% | -18% | 0% | -3% | 3 | -10%
CCCOc1ccc(Oc2nc(NCC(C)C)nc(N3CCOCC3)n2)nn1 | 4% | 7% | 16% | 33% | -3% | 1% | -1% | 1 | -2%
COc1ccc(C2C(C(=O)Nc3ccccc3)=C(C)Nc3c(C(=O)Nc4ccccc4)cnn32)cc1 (centres undefined) | 6% | -5% | -21% | 17% | 6% | 0% | -3% | -6 | 9%

(list continues)
SMILES | GLS inh | Tb PGK inh | USP1-UAF1 inh | HP1b binding inh | rTrxR1 inhibitor | mIDH1 inhibitor | TrxR1 substrate | PI4K2A block | Pin1 inh
CN(C)S(=O)(=O)c1ccc(C(=O)Nc2ccc(OCC(=O)N3CCOCC3)cc2)cc1 | 10% | -3% | -1% | 11% | 4% | 2% | -2% | 5 | -1%
O=C(O)C1CCCN1C(=O)C1CCN(S(=O)(=O)c2cccc(C(F)(F)F)c2)CC1 (centres undefined) | 0% | -7% | -15% | 23% | 0% | 16% | -3% | 4 | -1%
Cc1cc(C)c(Cn2c3ccccc3c3cnn(CC(=O)NCCc4ccccc4)c(=O)c32)c(C)c1 | -17% | 0% | -20% | 57%[activator] | -1% | -8% | 4% | -3 | -4%
CC(=O)c1ccc(NC(=O)CCOc2cc(C)ccc2C)cc1 | -11% | -2% | -17% | 33% | 40%[activator] | -4% | 4% | -2 | 2%
CCc1nnc(NC(=O)CSc2ncnc3scc(-c4ccc(C)cc4)c23)s1 | 4% | 9% | -27% | 25% | 18% | -4% | 8% | 0 | 7%
CCOC(=O)c1cc(-c2ccccc2)n(CC(=O)NC(C)c2ccccc2)c1C (centres undefined) | -9% | -6% | -19% | -10% | 16%[57.1 µM] | 16% | -5%[57.1 µM] | -2 | -12%
O=[N+]([O-])c1ccc(C[n+]2cccc3c4ccccc4ccc32)cc1 | -34% | -3% | -19% | 37%[activator] | 24% | 12% | 60%[activator] | -15 | 24%
Cc1nnc(N/N=C\c2ccc(-c3ccccc3[N+](=O)[O-])o2)n1N | 20% | 0% | ? | -8% | -11% | 19% | ? | ? | -2%
Cc1ccc(CNC(=O)CNS(=O)(=O)c2cccs2)cc1 | -9% | 1% | -31% | 27%[57 µM] | 4%[57.1 µM] | -10% | -4%[57.1 µM] | 5 | 69%[activator]
O=C(NCc1ccccc1Br)c1ccc2c(c1)OCCO2 | -10% | -7% | -13% | 54%[activator] | 14%[57.1 µM] | 13% | 2%[57.1 µM] | -20 | -2%
O=c1[nH]nc(C(F)(F)F)c2nnn(Cc3ccccc3Cl)c12 | 5% | i | -14% | 23% | 21% | -9% | 3% | -4 | 1%
COc1ccc(NS(=O)(=O)c2cccc(C(=O)NCC(c3ccc(OC)cc3)N3CCOCC3)c2)cc1 (centres undefined) | 14% | i | -12% | 14%[57 µM] | 7% | -5% | 0% | -1 | /
NNC(=O)CN1C(c2cccc(Cl)c2)=Nc2ccc(Br)cc2C1c1ccccc1 (centres undefined) | -3% | -1% | -12% | 30% | 8% | ? | -3% | 0 | -10%
N#Cc1ccccc1OCC(=O)Nc1c(C(=O)C2CC2)oc2ccccc12 | -2% | -9% | -7% | 30%[activator] | -28% | 1% | 7% | -6 | -1%
COc1ccc(/C=N/NC(=O)c2ccc(Cl)cc2)cc1Cn1cc(Cl)cn1 | 7% | 1% | -5% | 3% | -7%[57.1 µM] | 2% | 2%[57.1 µM] | 1 | 12%
N#C/C(=C\c1c(N2CCOCC2)nc2ccccn2c1=O)S(=O)(=O)c1ccccc1 | 0% | -1% | -2% | 0% | 6%[57.1 µM] | 3% | 7%[57.1 µM] | -4 | 25%
COc1ccc([C@H]2N[C@]3(CCCN(Cc4cccn4C)C3=O)[C@H]3C(=O)N(C)C(=O)[C@@H]23)cc1 | -9% | -1% | -10% | / | / | 6% | / | 0 | /
